# Compound activity from PubChem.
# XIAP displacement = small molecules displacing peptide from XIAP – biochemical, IAP family, fluorescence polarization (AID 1018) | XIAP BIR domain, fluorescence polarization peptide displacement; higher % means a stronger effect | one-dose displacement, % at 20 µM; IC50 in µM for titrated hits | 200,000 tested, 0.007% active; in the data active = displacement above about 50%; also: a part of the inactive calls stands beside numbers as strong as those of hits
# RSV antiviral HEp-2 = RSV antiviral activity via CPE protection, HEp-2 cells, primary 10 µM value included (AID 2391). CPE inhibition, % at 10 µM, or IC50 in µM where a hit was titrated. HEp-2 cells, RSV-induced CPE inhibition; higher % means a stronger effect. 310,000 tested, 0.13% active; in the data active = a potency from the dose series; inconclusive = CPE inhibition mostly from about 23% at the one dose, without a potency; inactive = the rest, 99 in 100 with CPE inhibition below about 21%; also: strong numbers were not always called active
# West Nile virus CPE = West Nile virus antiviral activity, cell-based, CPE readout (AID 1621); West Nile virus-infected cells, CPE inhibition; higher % means a stronger effect; one-dose CPE inhibition, % at 10 µM; IC50 in µM for titrated hits; 290,000 tested, 0.02% active; in the data active = a potency from the dose series; inconclusive = CPE inhibition mostly from about 3.7% at the one dose, without a potency; inactive = the rest, 99 in 100 with CPE inhibition below about 2.2%; also: strong numbers were not always called active
# CSM14.1 death rescue = rescue of cells from ER stress-induced death, primary screen, 384-well, CSM14.1, thapsigargin, ATP luminescence (AID 1222) | cellular ATP content (survival), % at 20 µM, or EC50 in µM where a hit was titrated | 190,000 tested, under 10 active | CSM14.1 thapsigargin-induced death rescue, ATP luminescence; higher % means a stronger effect;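 active = EC50 below 50 µM in the dose-response confirmation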;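 also: death triggered by thapsigargin at about 15 µM added after 2 h compound pretreatment; cell ATP read after overnight thapsigargin exposure of roughly 18 to 22 hours; normalized against plate controls of thapsigargin alone and 5% DMSO vehicle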
# Large T inhibition = TAg ATPase/helicase activity blockers – biochemical (AID 1903); 310,000 tested, 0.39% active; SV40 large T antigen ATPase/helicase inhibition assay; higher % means a stronger effect; one-dose inhibition, % at 20 µM; IC50 in µM for titrated hits; in the data active = a potency from the dose series; inconclusive = inhibition mostly from about 32% at the one dose, without a potency; inactive = the rest, 99 in 100 with inhibition below about 32%; also: strong numbers were not always called active
# Dengue-2 NS5 capping = Dengue-2 NS5 methyltransferase inhibitors, primary screen, biochemical, confirmation dose response (AID 588689). one-dose inhibition, % at 25 µM; IC50 in µM for titrated hits. Dengue-2 NS5 methyltransferase capping enzyme assay, biochemical; higher % means a stronger effect. 340,000 tested, 0.3% active; in the data active = a potency from the dose series; inconclusive = inhibition above about 29% without an active follow-up result
# WT yeast gro inh = growth inhibition of WT yeast, mitochondrial fusion screen | mitochondrial fusion phenotypic screen, WT strain | inhibition, % at 10 µM | 190,000 tested, 2.1% active; in the data active = inhibition above about 58%; tested in S. cerevisiae
# Yfh1-depleted yeast = enhancers of respiration in Yfh1-depleted yeast, dose response, Friedreich's ataxia, plus single-dose screen (AID 1465); S. cerevisiae Yfh1-off respiration, WST-1 reduction, 72 h; higher fold induction means a stronger effect; one-dose fold induction at 50 µM; EC50 in µM for titrated hits; 220,000 tested, 0.074% active;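 active = fold induction of absorbance versus untreated yeast above a set limit, then at least 30% activation at any dose in follow-up; inconclusive = repeats straddling the limit, or above it without dose testing; inactive = fold induction below the set limit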;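 also: activators that raise dye reduction in frataxin-depleted yeast; strong numbers were not always called active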
# UTI89 phage lysis = inhibition of K1F phage lysis, E. coli UTI89, bacterial capsule biogenesis inhibitors, alamar blue (AID 488966). E. coli UTI89 K1F phage lysis, alamar blue, 2 h; higher % means a stronger effect. inhibition, % at 100 µM; hits with a dose series show IC50 in µM. 340,000 tested, 0.02% active;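 active = phage lysis inhibition, versus mean bacterial control, above a set limit; inconclusive = no clear call, values can overlap the other calls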;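 also: capsule biogenesis inhibitors block K1F phage lysis so surviving cells raise fluorescence; higher fluorescence means more inhibition of phage lysis; actives were called in the ten point dose series up to 300 µM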
# WT yeast gro inh mutant strain = recorded beside WT yeast gro inh, whose call it bears; inhibition, %; mitochondrial fusion phenotypic screen, mutant strain inhibition
# The depositor's hits bear a star; i = inactive; ? = inconclusive; / = not tested or not shown; [ ] = another dose, or the depositor's remark.
SMILES,XIAP displacement,RSV antiviral HEp-2,West Nile virus CPE,CSM14.1 death rescue,Large T inhibition,Dengue-2 NS5 capping,WT yeast gro inh,WT yeast gro inh mutant strain,Yfh1-depleted yeast,UTI89 phage lysis
O=C(Nc1ccccc1)c1cccc(S(=O)(=O)Nc2ccccn2)c1,-8.7%,0.8%,-0.3%,-2.0%,3%,-8%,1,14,i,1.6%[50 µM]
Cc1cccc(N(CC(=O)N2CCN(C)CC2)S(=O)(=O)c2ccccc2)c1,-4.2%,0.2%,-0.1%,-0.2%,0%,/,-3,4,i,0.1%
O=C(Nc1cnccn1)c1ccncc1,-5.8%,0.1%,1.0%,-1.9%,4%,0%,-15,-14,i,5.8%
COc1ccc(C(=O)NCCN2CCN(C(=O)c3ccc(OC)c(OC)c3)CC2)cc1OC,/,0.2%,0.2%,/,8%,-2%,/,/,/,0.3%
COc1ccc(OC)c(NC(=O)c2ccc3c(c2)C(=O)N(CC2CCCO2)C3=O)c1 (stereo unspecified),/,2.3%,-0.2%,/,4%,3%,/,/,/,0.3%
O=C1COc2ccc(S(=O)(=O)N3CCN(c4ccccc4F)CC3)cc2N1,/,0.4%,-1.0%,/,9%,-6%,/,/,/,0.3%
COc1ccc(COC(=O)NC2CCN(S(=O)(=O)c3ccc(OC)cc3)CC2)cc1,-3.8%,18%,-0.7%,-1.6%,0%,-6%,-2,-9,i,0.4%
Cc1ccc(S(=O)(=O)NC(C)C(=O)Nc2ccc3c(c2)OCO3)cc1 (stereo unspecified),/,-0.1%,-0.3%,/,0%,-12%,/,/,/,0.1%
S=C(NCCNC(=S)Nc1ccccc1Cl)Nc1ccccc1Cl,/,?,-1.3%,/,2%,-7%,/,/,/,0.2%
COC(=O)COc1ccc2c(c1)O/C(=C\c1ccco1)C2=O,/,0.9%,-0.4%,/,8%,7%,/,/,/,0.6%[50 µM]
CC1=C(C)CC2(SC1)C(=O)N(c1ccccc1)N=C2N (stereo unspecified),-3.0%,-1.0%,0.2%,-0.7%,10%,0%,10,-5,i,-2.8%
c1cnc(N2CC[N+]3(CCCC3)CC2)nc1,1.0%,1.9%,0.6%,0.0%,0%,-12%,-28,-6,i,-0.2%
COc1cc(OC)c(C2C(C(=O)N3CCOCC3)=C(C)NC3=C2C(=O)CC(C)(C)C3)cc1OC (stereo unspecified),-2.7%,4.7%,0.2%,-1.7%,2%,-6%,-6,-12,i,0.2%
CC(=O)Nc1cc(C(F)(F)F)ccc1N1CCOCC1,-3.7%,1.6%,0.4%,-2.4%,13%,-6%,-2,2,i,-0.1%
COc1ccc(C(C)=O)cc1Cn1cnc2c(cnn2C)c1=O,/,0.5%,-0.1%,/,8%,5%,/,/,i,0.3%
CSCCC(NC(=O)COc1ccccc1)C(=O)OCC(=O)c1cc2ccccc2o1 (stereo unspecified),-2.2%,0.7%,0.5%,5.2%,-5%,-3%,-6,-16,i,1.0%
O=C(CCN1C(=O)c2ccccc2S1(=O)=O)N1CCN(c2ccc(F)cc2)CC1,/,4.6%,/,/,4%,-12%,/,/,/,0.8%[50 µM]
CC(C)C(=O)N1CCN(c2nc(-c3ccccc3)c3c(c2C#N)CC(C)(C)OC3)CC1,-0.6%,-1.6%,0.3%,0.6%,-1%,-1%,23,11,i,0.0%
NNC(=O)c1cc2c(s1)CCCCCC2,-5.0%,-0.2%,0.2%,1.5%,1%,2%,19,26,i,0.5%
CCN(CC)CCn1c2c(c(SCC(=O)Nc3ccccc3Cl)nc1=O)CCCC2,/,-1.1%,/,/,6%,-6%,/,/,/,1.4%[50 µM]
COc1cccc(NC(=O)CSc2nc3ncc(Br)cc3[nH]2)c1,/,8.9%,0.3%,/,29%,-10%,/,/,/,0.2%
O=C(Nc1cccc2c1[nH]c1ccccc12)C(F)(F)F,0.8%,0.0%,-0.2%,1.9%,-2%,-8%,1,-15,i,0.5%
COc1ccccc1-c1nnc(NC(=O)c2ccc3c(c2)OCO3)s1,-1.5%,-1.7%,-0.7%,0.0%,14%,-3%,5,-5,i,-0.1%
CCC(=O)NC(=S)Nc1cccc(Cl)c1N1CCCC1,-10%,7.0%,-0.5%,0.9%,2%,-7%,7,25,i,0.6%
Cn1c(CSc2ncn[nH]2)nc2ccccc21,-13%,-0.6%,-0.1%,2.3%,0%,-3%,12,-6,i,0.4%
SMILES,XIAP displacement,RSV antiviral HEp-2,West Nile virus CPE,CSM14.1 death rescue,Large T inhibition,Dengue-2 NS5 capping,WT yeast gro inh,WT yeast gro inh mutant strain,Yfh1-depleted yeast,UTI89 phage lysis
Cc1cc(NC(=O)c2cncc(Br)c2)n(-c2ccccn2)n1,-3.4%,/,/,-2.3%,15%,1%,-7,4,/,-1.9%
CCOC(=O)CSc1nc(CC)nc2ccccc12,2.8%,-0.8%,-0.6%,0.2%,19%,-1%,-2,9,i,3.9%
COC(=O)C[C@H]1c2cc(C(F)(F)F)ccc2S(=O)(=O)N1c1ccc(N(C)C)cc1,/,1.8%,-0.2%,/,16%,1%,/,/,i,0.3%
CCCNC(=O)N1C2=NC(C(=O)OC)=C(C(=O)OC)[C@@H]3N(Cc4ccccc4)c4ccccc4[C@]23C[C@H]1CO,/,-0.3%,0.6%,/,9%,-3%,/,/,i,1.7%
COc1cccc(NC(=O)c2ccc3c(O)c(S(=O)(=O)c4ccccc4)c(=O)[nH]c3c2)c1,/,0.2%,0.4%,/,-1%,4%,/,/,/,0.4%
CC(C)c1ccc(SCc2noc(C(=O)NCC3CCCO3)c2C(=O)O)cc1 (stereo unspecified),-5.7%,0.8%,0.3%,3.4%,5%,14%,-2,-15,i,-3.7%
CCN(CC(=O)Nc1c(F)cccc1F)C(=O)c1cc([N+](=O)[O-])ccc1N1CCCCC1,/,-0.6%,/,/,18%,10%,/,/,/,0.6%[50 µM]
CNc1nc(OC)nc(N2CCOCC2)n1,-5.4%,0.4%,0.0%,-2.7%,5%,-8%,-21,-5,i,6.2%
CN1C[C@@H]2C(c3ccccc3)C3(c4ccccc4)CC2(C3)[C@H]1c1ccccc1 (stereo partly specified),/,3.7%,-0.9%,/,16%,-6%,/,/,i,-2.2%
COc1ccc(C(C)(C)C)cc1NC(=O)COC(=O)c1cnc(C)cn1,-1.7%,1.5%,0.6%,0.2%,5%,-3%,11,-9,i,3.7%
O=C1Nc2ccc([N+](=O)[O-])cc2OC1CCN1CCOCC1 (stereo unspecified),-3.4%,0.8%,0.4%,-1.9%,6%,-5%,1,7,i,1.0%
COC(=O)c1ccc(C(=O)OC)c(NC(=O)COC(=O)c2ccc(OC)c(OC)c2OC)c1,-0.1%,0.8%,-0.5%,-4.7%,8%,-6%,-9,-4,i,-0.2%
COc1ccc(CCCNC(=O)CC#N)cc1OC,-3.8%,1.4%,0.0%,-2.5%,3%,1%,-8,6,i,0.1%
Cn1c(CC(=O)Nc2ccc(Cl)c(Cl)c2)n[nH]c1=S,-1.0%,2.7%,-0.4%,-1.7%,12%,-4%,15,-10,i,0.4%
O=C(CN1C(=O)NC2(CCSC2)C1=O)N1CCN(c2ccc(F)cc2)CC1 (stereo unspecified),1.6%,1.5%,-0.3%,-1.0%,/,-3%,/,/,i,-0.6%
CCN1CCN(c2cc(C)c3cc(NC(=O)c4cccs4)ccc3n2)CC1,/,-0.8%,0.5%,/,4%,1%,/,/,i,0.7%[50 µM]
COc1ccc(C(=O)Nc2nncs2)cc1S(=O)(=O)N1CCOCC1,/,1.6%,0.9%,/,-2%,-13%,/,/,/,-0.1%
CCOc1ccc(/C=N/n2c(C)nc3ccccc3c2=O)cc1,/,5.1%,0.0%,/,8%,-1%,/,/,/,0.0%
CN(C)C(=O)c1nc2ccc(Cl)cn2c1CN1CCCC(OCc2cccnc2)C1 (stereo unspecified),-1.6%,-0.2%,-0.3%,-0.8%,13%,2%,9,3,i,-0.1%
Cc1ccc(Nc2nnc(SCC(=O)NC3CCS(=O)(=O)C3)s2)c(C)c1 (stereo unspecified),-1.2%,1.2%,0.6%,-0.3%,10%,-2%,-6,5,i,0.1%
Cn1c(=O)[nH]c(=O)c2c1nc(SCCCO)n2CCCc1ccccc1,/,6.9%,0.2%,/,14%,-5%,/,/,/,0.4%
Cc1nc(N/N=C/c2ccc(O)cc2O)cc(N2CCOCC2)n1,/,1.0%,?,/,?,4%,/,/,/,0.8%
COc1cc2ncnc(N[C@H](C)c3ccccc3)c2cc1OC,/,1.6%,-0.5%,/,6%,-5%,/,/,/,-0.1%
Cc1ccc(-c2nn(C)c(=O)c3ccccc23)cc1CNS(C)(=O)=O,-6.0%,0.0%,-0.1%,-1.8%,0%,2%,-3,1,i,0.4%
C=CCOC(=O)/C=C/C(=O)NC(N)=O,/,1.0%,0.0%,/,13%,-15%,/,/,i,0.3%

# Of the compounds above, these have a nitro group on carbon:
SMILES,XIAP displacement,RSV antiviral HEp-2,West Nile virus CPE,CSM14.1 death rescue,Large T inhibition,Dengue-2 NS5 capping,WT yeast gro inh,WT yeast gro inh mutant strain,Yfh1-depleted yeast,UTI89 phage lysis
CCN(CC(=O)Nc1c(F)cccc1F)C(=O)c1cc([N+](=O)[O-])ccc1N1CCCCC1,/,-0.6%,/,/,18%,10%,/,/,/,0.6%[50 µM]
O=C1Nc2ccc([N+](=O)[O-])cc2OC1CCN1CCOCC1 (stereo unspecified),-3.4%,0.8%,0.4%,-1.9%,6%,-5%,1,7,i,1.0%

# More results:
SMILES,XIAP displacement,RSV antiviral HEp-2,West Nile virus CPE,CSM14.1 death rescue,Large T inhibition,Dengue-2 NS5 capping,WT yeast gro inh,WT yeast gro inh mutant strain,Yfh1-depleted yeast,UTI89 phage lysis
CCOC(=O)CSc1ncc(-c2ccccc2)nn1,-7.7%,0.5%,0.5%,-1.6%,-9%,-4%,9,10,i,5.1%
O=C(O)c1c(F)c(F)c(F)c(F)c1-c1ccc(Cl)cc1,-5.9%,1.1%,0.0%,2.5%,11%,-3%,2,-4,i,6.9%
Nc1c(C(=O)NCc2ccco2)c2nc3ccccc3nc2n1CCc1ccc(F)cc1,-5.4%,20%,0.0%,-1.7%,-10%,-10%,-13,28,i,-0.1%
CN(C)c1ccc(CNC(=O)c2cc(S(=O)(=O)N3CCOCC3)cn2C)cc1,/,2.0%,0.3%,/,23%,-5%,/,/,/,9.0%
CC(C)(C)NC(=O)C(=O)NNC(=O)C12CC3CC(CC(C3)C1)C2,-11%,0.0%,/,-0.9%,12%,-1%,5,2,/,0.7%
O=C(O)c1cn(-c2ccccc2)nc1-c1ccc(F)cc1,/,4.8%,0.1%,/,/,-7%,/,/,/,0.2%

# Rows were taken by chance; 2.2% or so of the library scored in one or more.
